p97 ATPase inh – human p97 ATPase inhibition; P55072; recombinant p97 ATPase, Kinase-Glo ATP luminescence, 3 h; inhibition, % at 8 µM; hit rate 0.42% among 220,000; in the data active = inhibition above about 15%;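 also: 0% = DMSO vehicle and 100% = wells lacking enzyme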
Wee1 degr inh – human Wee1 degradation inhibition, primary screen. hit rate 1.2% among 220,000. P30291. reporter increase, % at 5 µM. AID 1321. HeLa Luc-Wee1K328M stability, luciferase luminescence; 100% = proteasome inhibitor MG132 effect;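 active = activation above the mean of all tested compounds plus 3 SD, set per screening run, cut at about 8.8% in these data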;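 also: cells exposed to compound for 20 h before luminescence read; 0% = DMSO alone and 100% = MG132 at 30 µM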
Target sequence (P30291 whole entry K328M): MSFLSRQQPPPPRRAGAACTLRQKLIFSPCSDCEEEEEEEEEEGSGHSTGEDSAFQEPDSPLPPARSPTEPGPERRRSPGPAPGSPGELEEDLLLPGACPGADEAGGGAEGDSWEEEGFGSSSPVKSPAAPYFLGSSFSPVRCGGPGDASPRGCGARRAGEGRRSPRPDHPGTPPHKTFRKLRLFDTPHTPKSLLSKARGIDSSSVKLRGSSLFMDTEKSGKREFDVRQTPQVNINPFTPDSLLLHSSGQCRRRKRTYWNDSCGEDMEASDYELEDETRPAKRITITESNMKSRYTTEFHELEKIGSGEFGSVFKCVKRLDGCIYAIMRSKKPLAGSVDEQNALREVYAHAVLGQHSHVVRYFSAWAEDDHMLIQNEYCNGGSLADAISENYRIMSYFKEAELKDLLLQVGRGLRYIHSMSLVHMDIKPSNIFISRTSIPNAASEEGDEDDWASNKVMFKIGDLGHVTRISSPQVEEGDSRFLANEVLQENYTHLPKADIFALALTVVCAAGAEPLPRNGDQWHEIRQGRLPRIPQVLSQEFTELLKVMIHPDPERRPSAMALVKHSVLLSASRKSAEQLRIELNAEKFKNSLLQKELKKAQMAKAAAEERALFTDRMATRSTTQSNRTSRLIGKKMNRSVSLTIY
eIF4E 4G PPI – eIF4E/eIF4G interaction inhibition in translation initiation. inhibition, % at 21.7 µM. TR-FRET eIF4E-eIF4GI(517-606) binding, 2 h. hit rate 0.37% among 220,000. P63073+Q04637;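 active = inhibition above about 30%, limit read from the data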;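 also: 0% = full FRET control wells and 100% = background wells lacking eIF4GI fragment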
Rad51 HR inh – Rad51 (human) homologous recombination inhibition. hit rate 0.085% among 200,000. hRad51 DNA strand exchange, fluorescence dequenching. Q06609. inhibition, % at 10 µM;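 active = inhibition above 40% at the single screening dose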;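 also: 0% = DMSO control wells and 100% = blanks with heterologous ssDNA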
Target sequence (Q06609 whole entry, looked up): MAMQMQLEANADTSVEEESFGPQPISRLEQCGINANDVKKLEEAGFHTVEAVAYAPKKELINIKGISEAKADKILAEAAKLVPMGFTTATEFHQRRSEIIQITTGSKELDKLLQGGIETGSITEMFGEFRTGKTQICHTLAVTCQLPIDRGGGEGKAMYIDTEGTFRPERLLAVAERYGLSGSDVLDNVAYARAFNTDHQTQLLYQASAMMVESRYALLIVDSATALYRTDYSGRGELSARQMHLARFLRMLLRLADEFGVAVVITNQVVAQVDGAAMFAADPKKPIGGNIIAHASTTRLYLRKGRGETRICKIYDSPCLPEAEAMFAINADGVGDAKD
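Assay system: Human Rad51 nucleoprotein filaments preassembled on unlabelled ssDNA | Reagent: Donor/quencher-labelled 47-bp dsDNA substrate | Doses: One concentration, 10 µM final | Times: 37 °C 15-min filament assembly, 30-min compound preincubation, 15-min exchange | Technique: Fluorescein emission 520 nm, excitation 485 nm | Benchmarks: Plate control and blank wells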
KLK5 inh – kallikrein 5 (human) inhibition. Q9Y337. recombinant hK5, fluorogenic AMC substrate cleavage. inhibition, % at 5 µM. hit rate 0.59% among 210,000. AID 873;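 active = inhibition of 40% or more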;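 also: 0% = enzyme controls without compound and 100% = no-enzyme blanks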
FXIIa inh 1536 – factor XIIa (human) inhibition; purified FXIIa, Boc-QGR-AMC fluorogenic substrate, 2 h; inhibition, % at 5 µM; hit rate 0.3% among 220,000; AID 800; in the data active = inhibition above about 40%;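 also: 0% = enzyme with no compound and 100% = blank without enzyme; many of its hits are not listed in these tables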
14-3-3 Bad inh – disrupts binding of bovine 14-3-3 zeta to phospho-Bad peptide. AID 781. TR-FRET 14-3-3zeta/Dy647-pBad peptide displacement, 1 h. P63103. hit rate 0.71% among 220,000. inhibition, % at 21.7 µM;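 active = inhibition above about 70%, limit read from the data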;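 also: 0% = full 14-3-3 plus peptide FRET controls and 100% = background without 14-3-3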
FXIa inh 1536 – factor XIa (human) inhibition | hit rate 0.14% among 220,000 | purified FXIa, Boc-Glu-Ala-Arg-AMC fluorogenic substrate | inhibition, % at 5 µM | AID 798;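 active = inhibition of at least 40%; inactive = inhibition below 40%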;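 also: fluorescence of freed AMC excited at 355 nm; 0% = enzyme without compound and 100% = no enzyme blank; many of its hits are not listed in these tables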
MDM2 E3 inh – blocks human Mdm2 ubiquitin ligase activity; Q00987; cell-based MDM2 ubiquitination luciferase reporter, 2 h; 0 = plate control, 100 = twice control, blank-subtracted; signal enhancement, % at 5 µM; hit rate 0.11% among 210,000; AID 1230;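 active = signal enhancement of 30% or more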;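 also: luminescence tracks abundance of the self-degrading MDM2-luciferase fusion protein; higher signal means inhibition of MDM2 E3 ligase activity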
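System: stable MDM2–luciferase fusion reporter cells / Input: 2000 cells seeded into each well / Schedule: 4 h settle plus 2 h compound, 37 °C / Compound: single-point 5 µM / Buffer or medium: cells held in DMEM / Benchmarks: control and blank well means / Evaluation: percent signal gain over controls, blank-subtracted / Measured by: luciferase luminescence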
* = called active by the depositor; · = not tested or not shown; [ ] = dose if it differs, or a comment.

Results follow in this order: Rad51 HR inh, eIF4E 4G PPI, MDM2 E3 inh, Wee1 degr inh, p97 ATPase inh, KLK5 inh, FXIIa inh 1536, 14-3-3 Bad inh, FXIa inh 1536
C#Cc1ccc([C@H]2C=C(C(=O)N3CCN(Cc4ccc5c(c4)OCO5)CC3)O[C@@H](OCC)[C@@H]2CCCO)cc1
  -2, -1, ·, 0, 2, 0, 8, -6, 1
O=C(Nc1ccccc1N1CCOCC1)c1ccc2nc[nH]c2c1
  11, -3, -11, 1, 2, 14, 12, -8, 5
O=C(O)c1cc(C(=O)O)cc(-c2ccc(/C=c3/sc4nc5ccccc5n4c3=O)o2)c1
  -259, 3, -7, 1, 4, -5, 9, 51, 7
COC(=O)c1ccc(C(=O)OC)c(NC(=S)N2CCN(c3cc(Cl)ccc3C)CC2)c1
  -7, 13, 28, 0, 0, -13, 3, -15, -3
COc1ccc(NC(=O)CN(c2cc(C)cc(C)c2)S(=O)(=O)c2c(C)n[nH]c2C)cc1
  -3, 0, -24, -3, -5, 7, 12, 6, 2
O=C(OCc1ccc(Cl)cc1Cl)c1ccncc1
  -2, 0, -3, 3, -4, -1, 14, -3, 3
Cc1ccc(Cl)cc1NC(=O)C1CCCCC1C(=O)O (configuration not stated)
  -1, 1, -8, 2, -1, -10, 6, -3, -5
Cc1cc(/C=N/n2cnnc2)c(C)n1-c1ccc(OCc2ccccc2F)cc1
  -7, 3, -10, 0, -1, 6, 5, -3, 11
C#CCN1C(=O)S/C(=C\c2ccc(N3CCOCC3)cc2C)C1=O
  -127, 5, -11, -2, -4, 4, 13, 1, 8
COC(=O)C1=C(C)N(c2ccc(OC)cc2)C(C)=C(C(=O)OC)C1c1ccc(OC)cc1
  ·, 3, 1, 0, -6, -5, -3, -6, -5
CCCCn1c(N)c(NCCC)c(=O)[nH]c1=O
  -13, 14[fluorescence artefact?], 17, 2, 1, -4, -2, -1, -6
Cc1ccc(-c2c[n+](Cc3ccc(Cl)cc3)c3n2CCC3)cc1
  8, -3, -2, 0, 0, -3, 5, 1, -4
CCCOc1nc2c(c(=O)n(C)c(=O)n2C)n1C
  -6, -6, -19, -1, 8, 1, 11, -23, 4
COc1ccc(/C=C(\NC(=O)c2ccccc2)C(=O)NCCC(=O)O)cc1
  6, 3, -5, 1, -1, 10, 8, -1, -1
Cc1ccc(CN2CCN(CC(=O)NC(C)c3ccc4c(c3)OCCO4)C2=O)cc1 (configuration not stated)
  1, 4, -7, 0, -10, -6, 7, 4, 1
CCN(CC)S(=O)(=O)c1ccc2oc(C(=O)NCCCN3CCOCC3)c(C)c2c1
  2, ·, -13, -1, -2, -4, 12, ·, 1
CCOC(=O)N1CCC(NC(=O)c2cc(C(=O)Nc3cccc(C(F)(F)F)c3)ccc2CO)CC1
  3, -2, 0, 5, 0, -2, 1, -10, 1
O=C(c1cccnc1)N1CCN(c2ccccc2Cl)CC1
  9, -4, -5, 6, 3, 1, 8, 5, 0
Cc1onc(-c2ccccc2)c1C(=O)Nc1ccccc1C#N
  -1, 2, -26, 1, -1, -5, 17, 12[fluorescence artefact?], 5
O=[N+]([O-])c1ccccc1OCCOCCOc1cccc2cccnc12
  8, 4, -8, -2, 2, 4, 7, 41, 0
CCOC(=O)C1(Cc2ccccc2)CCN(Cc2cccc(OC)c2O)CC1
  1, -1, -6, -2, 1, -2, 5, -8, -6
Cc1ccc2c(c1)C(c1ccccc1)N(C(=O)c1ccc(S(=O)(=O)N3CCOCC3)cc1)CC(=O)N2 (configuration not stated)
  -6, 1[fluorescence artefact?], -6, 0, 4, -22, 15, -5, 8
O=C(Nc1ccc(F)cc1)C(=O)c1c(O)[nH]c2ccc([N+](=O)[O-])cc12
  18, 3, -14, 3, 11, 0, 10, -5, 4
CCCCCOCC1CC(C/C(C)=N/NC(N)=S)C(=O)O1 (configuration not stated)
  10, 1, -1, 0, -3, -7, 13, 8, -4
CCCCNC(=O)CC1N=C2c3ccccc3N=C(SCC(=O)Nc3cccc(C)c3)N2C1=O (configuration not stated)
  6, 1, 2, 0, -1, -5, 12, -6, -7
N#CC(C(=O)Nc1ccc(Cl)c(Cl)c1)=C1Nc2ccccc2N1
  2, 5, -17, -3, 5, 4, 18, 25, -1
Cc1ccc2c(C)nc(Nc3nc(CSc4nnnn4-c4ccccc4)cc(=O)[nH]3)nc2c1
  ·, -57, -30, 1, 0, 6, 18, -15, 1
Cc1nn(C)cc1CNC(=O)c1cnn2c1NC(c1ccc(Br)cc1)CC2C(F)(F)F (configuration not stated)
  5, -1, -4, 3, -1, 6, 17, 11, 3
Nc1c(Cl)ncnc1N1CCOCC1
  -2, 4, -8, 3, -2, -24, 17, -1, 27
S=c1nc(-c2ccc(Br)cc2)oc2c1CCCC2
  ·, 3, -25, 0, 5, -1, -1, -8, 6

The final 2 entries of the section above are carried over, then new ones follow:
Results follow in this order: Rad51 HR inh, eIF4E 4G PPI, MDM2 E3 inh, Wee1 degr inh, p97 ATPase inh, KLK5 inh, FXIIa inh 1536, 14-3-3 Bad inh, FXIa inh 1536
Nc1c(Cl)ncnc1N1CCOCC1
  -2, 4, -8, 3, -2, -24, 17, -1, 27
S=c1nc(-c2ccc(Br)cc2)oc2c1CCCC2
  ·, 3, -25, 0, 5, -1, -1, -8, 6
Cc1ccc(S(=O)(=O)/C(C#N)=C/c2c(Oc3ccc(Cl)cc3)nc3c(C)cccn3c2=O)cc1
  19, 0[fluorescence artefact?], 2, -1, 1, -1, 18, -40, 8
O=C(c1ccc(F)cc1)C1CCN(C(=O)Nc2ccc(F)cc2)CC1
  -10, -4, 1, -3, 6, -7, 15, 28[fluorescence artefact?], 2
CCN1CCN(Cc2ccc(NC(=O)Nc3cccs3)cc2)CC1
  1, -2, -36, 1, 5, -12, 10, 0, 3
Cc1ccc(C)c(C(=O)CSc2n[nH]c(C)n2)c1
  -6, -2, -16, -2, 1, 3, -4, 7, 1
Cc1ccc(NC(=O)C(=O)NCCOc2ccc(Cl)cc2)c(C)c1
  ·, -1, ·, 1, 5, -26, 8, 2, 6
CCOC(=O)C1(C)C=C(Nc2ccc(OC)cc2)C(=O)N1c1ccc(OC)cc1 (configuration not stated)
  7, 3, -14, 0, 5, 13, 13, 4, 4
C=CCC(C#Cc1ccccc1)[N+](C)(C)CC=C (configuration not stated)
  1, 5, -12, -2, 4, 5, -4, 1, -6
Cc1cccc(-n2c(N)cc(=O)nc2SC(C)C(=O)NC2CCCCC2)c1 (configuration not stated)
  3, -9, -3, 2, 0, -6, 18, 9, -2
Cc1nc(N2CCN(C)CC2)c2sc(=S)n(-c3ccccc3)c2n1
  10, 5, -23, -1, -4, -4, 11, -3, 0
COc1ccc(C(=O)NC2CCN(C(=S)Nc3ccc(C)c(C)c3)CC2)cc1
  24, -1, -27, 5, 4, -7, 8, 1, -130
CCOc1ccc(C(=O)Nc2ccc(-c3cc4ccccc4oc3=O)c(C)c2)cc1[N+](=O)[O-]
  4, 4, -1, -1, 5, -41, 12, 23[fluorescence artefact?], 6
CC(=O)Nc1ccc(Oc2cc(N)cc([N+](=O)[O-])c2)cc1
  ·, 1, -13, 3, 4, 4, 8, 0, 4
Cc1nnc(NC(=O)CSc2ccc3nnc(-c4ccccn4)n3n2)s1
  -12, -1, -38, -2, -3, 27, 26, -2, 28
CN(C(=O)COC(=O)/C=C/c1cccc([N+](=O)[O-])c1)C1CCS(=O)(=O)C1 (configuration not stated)
  8, 2, 3, -2, 10, -4, 9, 3, 7
CC(C)OCCCNS(=O)(=O)c1ccc2ccccc2c1
  -9, -2[fluorescence artefact?], -19, 0, -2, -22, 10, -4, -7
Cc1ccc(NC(=O)CN2C(=O)S/C(=C\c3ccc(-c4cccc(C(=O)O)c4C)o3)C2=O)cc1C
  -46, 58*, -1, -4, 8, -3, 1, 87*, 1
Cc1ccc(N2C(=O)C(NC(=O)c3ccccc3F)(C(F)(F)F)C3=C2CC(C)(C)CC3=O)cc1 (configuration not stated)
  7, 1, 1, -1, 5, 0, 6, 0, 8
CCOC(=O)N1CCN(S(=O)(=O)c2cc(OCC)ccc2OCC)CC1
  1, -4, -9, -2, 2, -7, 11, -7[fluorescence artefact?], -2
Cn1nnnc1SCC(=O)NC(=O)c1cccc([N+](=O)[O-])c1
  -6, -4, ·, 6, 2, 1, 9, 0, 2
Nc1nccc(-c2cc(-c3ccc(Cl)cc3Cl)no2)n1
  -10, -21, -40, 10*, -11, -1, 7, 13, -2
CNC(=S)N(CCc1ccc(S(N)(=O)=O)cc1)C1CC(=O)N(c2ccccc2F)C1=O (configuration not stated)
  5, -4, -1, 0, 5, -7, 1, 79*, -8
Fc1ccccc1C(c1nnnn1Cc1ccc2c(c1)OCO2)N1CCN(Cc2ccccc2)CC1 (configuration not stated)
  1, 1, -26, -1, -11, 2, 13, -6[fluorescence artefact?], 1
CCOC(=O)c1sc(N)c(C(=O)Nc2ccccc2OC)c1C
  -6, -2, -3, 2, 6, -2, 1, 7, 2
CSc1nc2ccc(NC(=O)c3cc4ccccc4o3)cc2s1
  -3, 4[fluorescence artefact?], -21, 6, 2, -12, 10, 5[fluorescence artefact?], -3
O=C(CCN1CCN(c2ccccc2)CC1)N/N=C/c1ccccc1OC(F)F
  -2, 0, 10, -4, 5, -3, 4, -15, 2
COC(=O)c1ccc(NC(=S)NC2CC(C)(C)NC(C)(C)C2)cc1
  -17, 4[fluorescence artefact?], 3, 1, 3, -8, 11, 6, 10
COC(=O)c1c(-c2ccc(C)cc2)csc1NC(=S)NC(=O)c1cc(OC)cc(OC)c1
  0, -8[fluorescence artefact?], -14, 1, 7, -8, 10, -4, 2
Cc1ccc(N=C(N)N=C(N)N)c(C)c1
  6, -4, -7, 2, 5, 3, 7, 1, 1
CCOc1cc(/C=C2\SC(=O)N(c3ccc(O)cc3)C2=O)ccc1O
  ·, 1, 4, 1, 8, 2, 5, -8, 2
CC(C)C1Oc2ccccc2N(CC(=O)N(Cc2ccccn2)CC2CCCO2)C1=O (configuration not stated)
  -1, -2, -16, 9.2*, -2, -12, -7, -6, -10

The list goes on.
Results follow in this order: Rad51 HR inh, eIF4E 4G PPI, MDM2 E3 inh, Wee1 degr inh, p97 ATPase inh, KLK5 inh, FXIIa inh 1536, 14-3-3 Bad inh, FXIa inh 1536
CC(=O)N1C(O)CC(C)N1c1ccccc1 (configuration not stated)
  ·, -9, -6, 4, 4, -12, 9, 3, 2
Cn1c(=O)c2c(nc(CN3CCN(CCO)CC3)n2Cc2cccc3ccccc23)n(C)c1=O
  -7, -7[fluorescence artefact?], -7, -3, -2, 0, 5, 0, 4
Cc1cccc(NC(=S)N/N=C/c2cccc(O)c2)c1C
  ·, -1, -6, 3, -8, 0, 6, -3, 2
Cc1cc(C)nc(/N=C(\N)C2=C(O)CC(C)(C)CC2=O)n1
  -4, 0, -5, 1, -3, 4, -2, 0[fluorescence artefact?], -1
CC1(C)CC(=O)C=C(NCc2ccc(Cl)c(Cl)c2)C1
  1, 0[fluorescence artefact?], -16, 2, 2, -10, 0, -4[fluorescence artefact?], -6
CCc1cc2cc3c(cc2nc1SCC(=O)OC(C)C)OCO3
  2, -1, -13, 0, -1, -11, 2, -6, -7
CCCc1nc(SCC(=O)NNC(=O)c2ccc(OC)cc2)c2ccccc2n1
  2, -2, -23, 2, 7, -16, 7, 98*, 12
CCOc1ccccc1NC(=O)CN(C)S(=O)(=O)c1ccc(OC)c(C)c1
  -4, -1, -18, -3, -2, -5, 12, -5, -1

Screening results as filed in PubChem.
